PMK inhibit – S. pneumoniae PMK inhibition; inhibition, % at 10 µM; purified PMK, PK/LDH-coupled NADH absorbance 340 nm; 65,000 tested, 0.49% active;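 active = top-ranked compounds by inhibition in the single 10 µM screen, taking a fixed number of the strongest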;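 also: 0% = full reaction with DMSO carrier and 100% = background rate without enzyme reaction; no value below 0 was filed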
LYP inhibition – LYP phosphatase inhibitors, primary screen, biochemical, DiFMUP fluorescence, recombinant catalytic domain, 10 µM (AID 606); recombinant LYP catalytic domain, DiFMUP fluorescence; higher % means a stronger effect; one-dose inhibition, % at 10 µM; IC50 in µM for titrated hits; 52,000 tested, under 10 active;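 active = IC50 under 40 µM in the dose-response test; inactive = IC50 of 40 µM or more, or never dose-tested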
Spn MK inh – blocks S. pneumoniae mevalonate kinase. purified MK, PK/LDH-coupled NADH absorbance 340 nm. inhibition, % at 10 µM. 65,000 tested, 0.48% active;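 active = ranked among the strongest by inhibition in the single 10 µM screen, a fixed top-ranked set picked for dose follow-up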; also: no value below 0 was filed
Alkaline phosphatase – human TNAP enzyme inhibitors, biochemical, luminescent (AID 518); inhibition, % at 20 µM, or IC50 in µM where a hit was titrated; 64,000 tested, 0.09% active; purified TNAP enzyme, luminescent substrate readout; higher % means a stronger effect; in the data active = a potency from the dose series; inactive = the rest, 99 in 100 with inhibition below about 22%;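 also: plate controls were vehicle for no effect and reference inhibitor for full effect; many of its hits are not listed in these tables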
DPM-DC inhibit – blocks S. pneumoniae diphosphomevalonate decarboxylase; purified DPM-DC, PK/LDH coupled NADH fluorescence; calls only at 10 µM; 65,000 tested, 0.49% active; AID 556;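 active = the 320 compounds with the highest percent inhibition in the single-dose primary screen, excluding strongly autofluorescent ones, cut at about 32% in these data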;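 also: kinetic rate of NADH fluorescence loss reporting ADP formed by the decarboxylase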
Bfl-1 displacement – Bfl-1 inhibitors, primary screen, biochemical, fluorescence polarization, FITC-Bid, mouse (AID 432); FITC-Bid BH3 peptide fluorescence polarization displacement; higher % means a stronger effect; one-dose displacement, % at 20 µM; IC50 in µM for titrated hits; 64,000 tested, 0.02% active; in the data active = a potency from the dose series; inactive = the rest, 99 in 100 with displacement below about 15%; also: strong numbers were not always called active
HT1080 viability – HT1080 cell viability loss – fluorescence readout (AID 620) | cytotoxicity, % at 10 µM, or EC50 in µM where a hit was titrated | HT1080 viability, fluorescence; higher % means a stronger effect | 87,000 tested, 0.42% active;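 also: cells exposed to compound overnight then 4 h with Alamar Blue; 0% = vehicle DMSO and 100% = killing control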
HPDE-C7 viability – HPDE-C7 pancreatic duct cell viability loss – fluorescence, HTS (AID 430); HPDE-C7 pancreatic duct cells viability, fluorescence; higher % means a stronger effect; 63,000 tested, 1.8% active; cytotoxicity, % at 10 µM; hits with a dose series show EC50 in µM;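 also: cells exposed to compound for 48 hours before viability readout; 0% = vehicle and 100% = reference cytotoxic drug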
HPDE-C7K KRASV12 – viability loss of HPDE-C7K cells – cell-based, fluorescence, HTS, primary screen (AID 431). HPDE-C7K KRASV12 cells, Alamar Blue viability, 48 h; higher % means a stronger effect. 63,000 tested, 1.7% active. cytotoxicity, % at 10 µM; hits with a dose series show EC50 in µM;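 active = compounds whose percent cytotoxicity in the single-dose primary screen, scaled between solvent and toxic-drug controls, exceeds 50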;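 also: 0% = DMSO solvent wells and 100% = doxorubicin-treated wells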
PMK inhibit pilot replicates – also measured in PMK inhibit; calls as there; inhibition, %; measured here: pilot screen replicates
Spn MK inh pilot replicates – second read-out of Spn MK inh, no call of its own (marks repeat the call); inhibition, %; measured here: pilot screen replicates
DPM-DC inhibit pilot screen % – recorded beside DPM-DC inhibit, whose call it bears; inhibition, %; measured here: pilot screen trials
The depositor's hits bear a star; i = inactive; nt = not tested or not shown; + = active, no number; & = joins results of further samples; [ ] = dose if it differs, or a comment. Rule as the data show it, unless noted: active = cytotoxicity above about 50%; inactive = the rest. An excerpt, so the mix of outcomes need not match the whole.

SMILES | PMK inhibit | LYP inhibition | Spn MK inh | Alkaline phosphatase | DPM-DC inhibit | Bfl-1 displacement | HT1080 viability | HPDE-C7 viability | HPDE-C7K KRASV12 | others
C[C@]12CCC(=O)C=C1CCC1C2CC[C@@]2(C)C1CC[C@@]2(O)CC#N (some centres undefined) | 11.0 | -11.5% | 6.0 | -2.1% | i | -2.5% | -0.8% | -7.8% | -25.9%
CCC(=NCCCO)c1c(O)n(-c2ccc(OC)cc2)c(=O)[nH]c1=O | 0.0 | 17.0% | 2.0 | 5.6% | i | 1.5% | -4.4% | 2.5% | 6.0%
CCOc1cc(C(=O)N2CCC3(CC2)OCCO3)cc(OCC)c1OCC | 7.0 | -0.8% | 7.0 | 2.7% | i | -5.1% | -3.4% | -14.4% | -0.4%
Cc1ccc(C2(O)CCN3CCCCC32)cc1 (centres undefined) | 13.0 | -13.0% | 9.0 | 7.1% | i | 0.2% | 29.4% | nt | nt
Cc1cc(Cl)ccc1OC(C)C(=O)O (centres undefined) | 5.0 | 3.0% | 4.0 | 7.7% | i | -2.8% | 20.5% | -1.0% | -0.6%
CN1C(=O)N(C)C(=O)C2(Sc3ccccc3C2=O)C1=O | 7.0 | -2.0% | 0.0 | -5.7% | nt | -8.1% | 7.6% | -18.1% | -19.4%
Clc1ccc2c(N3CCNCC3)ccnc2c1 | 4.0 | 8.0% | 8.0 | 9.2% | i | -2.1% | 6.7% | nt | nt
CCn1c(=O)cc(OCC(=O)N2CCC3(CC2)OCCO3)c2ccccc21 | 12.0 | 6.8% | 1.0 | 5.8% | i | 3.4% | 4.8% | 5.7% | 2.9%
CC(Cc1ccccc1)[n+]1cc(/N=C(\[O-])N(C)C)on1 (centres undefined) | 13.0 | 12.2% | 7.0 | 9.6% | i | -10.7% | -0.4% | -20.2% | -2.5%
CC(C)(C)OC(=O)c1c(N)n(Cc2ccco2)c2nc3ccccc3nc12 | 5.0 | 4.4% | 8.0 | 20.3% | nt | 5.6% | nt | 18.3% | 56.1%* | PMK inhibit pilot replicates=7.0;Spn MK inh pilot replicates=1.5
CN(C=O)CP(=O)(O)CN(C)C=O | 16.0 | 6.3% | 10.0 | 10.2% | i | -6.7% | 18.9% | nt | nt
O=C(C(Cc1ccccc1)NS(=O)(=O)c1ccc(F)cc1)N1CCC2(CC1)OCCO2 (centres undefined) | 15.0 | nt | 6.0 | 13.9% | i | -2.7% | nt | 6.8% | 10.2% | PMK inhibit pilot replicates=7.5;Spn MK inh pilot replicates=2.0;DPM-DC inhibit pilot screen %=0.0
Cc1cc(Cl)ccc1OCC(=O)N1CCN(C)CC1 | 6.0 | nt | 0.0 | 8.0% | i | -2.0% | 3.2% | 0.3% | -6.4%
O=C(NC1(C(F)(F)F)Oc2ccccc2O1)N1CCC2(CC1)OCCO2 | 10.0 | 0.7% | 2.0 | nt | i | nt | 2.3% | nt | nt
COc1ccccc1CN1CCN(C(=O)COc2ccccc2)CC1 | 1.0 | 15.6% | 3.0 | -4.8% | i | 2.2% | -0.3% | -4.5% | -16.7%
CCCCn1c(O)c(C(CC)=NCCN2CCCCC2)c(=O)[nH]c1=O | 15.0 | nt | 10.0 | 8.6% | i | -5.4% | -5.9% | 0.7% | 1.5%
COc1ccccc1N=C1SCCCN1C | 9.0 | 15.9% | 3.0 | 7.7% | i | 1.1% | 7.4% | 0.2% | 3.7%
COCCOC(=O)C1=C(N)OC(C)=C(C(=O)OC)C12C(=O)Nc1ccccc12 (centres undefined) | 0.0 | -11.6% | 0.0 | 9.8% | i | -4.2% | nt | -4.5% | -35.4%
Cc1nn(Cc2ccccc2Cl)c(Cl)c1C(=O)OCC(=O)NCc1ccco1 | 0.0 | 3.4% | 6.0 | 16.9% | i | 3.0% | 0.7% | 3.9% | 9.9% | PMK inhibit pilot replicates=1.5;Spn MK inh pilot replicates=0.0;DPM-DC inhibit pilot screen %=0.0
CN1CC=C2C(C#N)=C(N)C(C#N)(C#N)C(c3ccncc3)C2C1 (centres undefined) | 0.0 | 2.6% | 0.0 | 6.8% | i | 13.9% | 4.4% | 9.4% | 16.6%
O=C(C1CCCO1)N1CCC2(CC1)OCCO2 (centres undefined) | 10.0 | 13.2% | 4.0 | 8.6% | i | -5.2% | -11.3% | -33.5% | -17.1%
CCOC(=O)C1C(=O)N(C)C2(C)CC1c1cc(OC)ccc1O2 (centres undefined) | 12.0 | nt | 3.0 | 4.0% | i | -6.8% | 2.8% | -10.3% | 0.5%
CC(N=Cc1c(O)[nH]c(=O)[nH]c1=O)c1ccccc1 (centres undefined) | 0.0 | nt | 7.0 | 5.6% | i | -5.1% | 6.8% | 3.3% | 7.0%
N#CC1=C(N)Oc2c(c(=O)oc3ccccc23)C1c1ccc(OC(=O)N2CCOCC2)cc1 (centres undefined) | 21.0 | nt | 0.0 | -1.0% | i | -8.2% | -1.1% | 6.8% | 0.1%
Cc1cc(N2C(=O)C3CCCN3C2c2cccc(Cl)c2)no1 (centres undefined) | 12.0 | nt | 1.0 | 6.7% | i | 2.2% | 35.4% | -8.3% | 1.8% | PMK inhibit pilot replicates=0.5;Spn MK inh pilot replicates=0.0;DPM-DC inhibit pilot screen %=0.0
Remaining list, next part.
SMILES | PMK inhibit | LYP inhibition | Spn MK inh | Alkaline phosphatase | DPM-DC inhibit | Bfl-1 displacement | HT1080 viability | HPDE-C7 viability | HPDE-C7K KRASV12 | others
O=c1cccc2n1CC1CC2CN(Cc2cccc(Cl)c2Cl)C1 (centres undefined) | 2.0 | 4.4% | 6.0 | 2.6% | i | 4.0% | 4.5% | -7.4% | -12.8%
O=c1c2ccccc2[nH]c(=S)n1-c1ccc2c(c1)OCO2 | 10.0 | 4.7% | 6.0 | 12.8% | i | -9.7% | -0.8% | -4.9% | 2.9%
Cc1c2ccncc2c(C)c2c1[nH]c1ccccc12 | 1.0 | 17.4% | 5.0 | 8.9% | +[fluoresces] | 32.6% | nt | 6.17µM* | 2.4µM* | PMK inhibit pilot replicates=0.0;Spn MK inh pilot replicates=1.0;DPM-DC inhibit pilot screen %=29.5*
CCCN(CC#CCO)CCC | 6.0 | -2.3% | 10.0 | 14.1% | i | -2.3% | -9.2% | 3.5% | -3.5%
Nc1ccccc1C(=O)OC1CSC1 | 0.0 | 0.4% | 6.0 | 7.8% | nt | 17.6% | 4.7% | -30.1% | -6.7% | PMK inhibit pilot replicates=1.5;Spn MK inh pilot replicates=0.0
COc1ccc2[nH]c(C)c(CCN3CCC(=O)C(C)C3C)c2c1 (centres undefined) | 13.0 | 0.1% | 0.0 | 7.7% | i | -4.5% | -4.8% | -10.6% | 5.4%
Cc1ccc2c(c1)C1CN(C)CCC1N2C(=O)Cn1nnc(-c2ccccc2F)n1 (centres undefined) | 0.0 | 13.3% | 2.0 | 4.4% | i | -0.9% | 4.3% | -2.1% | -6.6%
O=c1[nH]c2c(c(=O)n1C1CCCCC1)CCC2 | 6.0 | 12.4% | 5.0 | 10.6% | i | -2.9% | -5.4% | -2.8% | -3.3%
CCOc1cc2[nH]c(=S)n(CCCC(=O)N3CCC4(CC3)OCCO4)c(=O)c2cc1OCC | 10.0 | 7.6% | 10.0 | 19.2% | i | -5.1% | -3.2% | -6.4% | -8.9% | PMK inhibit pilot replicates=0.0;Spn MK inh pilot replicates=0.0;DPM-DC inhibit pilot screen %=0.0
Cc1ccccc1C1=NCC(=O)N(CC(=O)NCc2ccco2)c2sc3c(c21)CCCC3 | 0.0 | 6.0% | 14.0 | 11.2% | i | -6.9% | -3.7% | 19.1% | 25.0%
CC1(C)CC(=O)C(C=NCCN2CCN(C(=O)Cc3ccc(F)cc3)CC2)=C(O)C1 | 9.0 | nt | 8.0 | 12.8% | i | -8.6% | -11.9% | 1.4% | -7.8%
O=C(CN1CC(c2ccccc2)CC1=O)Nc1ccccc1 (centres undefined) | 9.0 | 2.8% | 8.0 | 3.0% | i | -2.7% | 5.7% | 9.0% | -3.6%
c1ccc(CCn2nnnc2CN2CCC(n3nnc4ccccc43)CC2)cc1 | 5.0 | 1.1% | 4.0 | 1.9% | i | -8.2% | 8.4% | -13.2% | -10.7%
Cc1cc(OCC(=O)O)c2c3c(c(=O)oc2c1)CCCC3 | 1.0 | 9.4% | 8.0 | 26.4% | nt | -4.4% | -2.2% | -0.7% | 7.6% | PMK inhibit pilot replicates=3.0;Spn MK inh pilot replicates=0.0
CCN1CCN(Cc2ccc(C)cc2)CC1 | 0.0 | 23.0% | 5.0 | 6.9% | i | -7.6% | 10.8% | 2.0% | 1.1%
O=c1[nH]c(N2CCN(Cc3ccc4c(c3)OCO4)CC2)nc2c1CCC2 | 5.0 | 6.9% | 4.0 | 1.2% | i | 1.4% | 8.0% | -16.5% | -14.5%
CC(=O)N1CN2CN(C(C)=O)CC(C(=O)c3ccc(Br)cc3)(C2)C1 | 14.0 | 7.0% | 10.0 | 5.9% | i | -2.3% | -4.8% | -0.7% | -13.4%
CCN(CC)CCCNC(=O)c1c(O)c2ccccc2n(Cc2ccccc2)c1=O | 0.0 | 5.5% | 4.0 | 27.2% | i | -7.1% | -3.5% | nt | nt
NCC(CC(=O)O)c1ccc(Cl)cc1 (centres undefined) | 14.0&1.0 | 7.0% | 3.0&5.0 | 9.9% | i | -2.5% | 3.6%&7.2% | 9.2% | 4.7% | PMK inhibit pilot replicates=4.0;Spn MK inh pilot replicates=0.0;DPM-DC inhibit pilot screen %=0.0
CC12CCCCC1=NC(c1ccc(Br)cc1)N2O (centres undefined) | 0.0 | 5.2% | 0.0 | 1.4% | i | -0.2% | 3.5% | -3.5% | -13.1%
CCOC(=O)C1=C(N)Oc2cc(C)oc(=O)c2C12C(=O)N1c3c(cccc32)C(C)=CC1(C)C (centres undefined) | 6.0 | -0.7% | 2.0 | 4.5% | i | -4.6% | -4.9% | 4.0% | 4.8%
O=C(NCC(c1cccnc1)N1CCN(c2ccccc2)CC1)Oc1ccccc1 (centres undefined) | 13.0 | 17.9% | 3.0 | nt | i | nt | 9.3% | nt | nt
O=C1C2CCCN2C(c2ccncc2)N1c1ccc(Cl)c(Cl)c1 (centres undefined) | 8.0 | 1.9% | 0.0 | 3.2% | i | 0.3% | -0.1% | nt | nt
COc1ccc(CCn2c(O)c(C=NCCCO)c(=O)[nH]c2=O)cc1OC | 12.0 | 9.5% | 4.0 | 4.0% | i | -4.7% | -4.4% | 7.1% | 2.0%
O=C1CN=C(c2cccs2)c2c(sc3c2CCCC3)N1 | 10.0 | 16.8% | 12.0 | 6.7% | i | 1.1% | 2.5% | 45.9% | 39.8%
CCC(=NCCO)c1c(O)n(-c2ccccc2)c(=O)[nH]c1=O | 12.0 | nt | 8.0 | 13.6% | i | -2.4% | 3.3% | -15.8% | -13.0%
CCCc1[nH]nc2c1C1(C(=O)N(CC(N)=O)c3ccccc31)C(C(=O)OC)=C(N)O2 (centres undefined) | 11.0 | nt | 9.0 | 11.3% | i | 5.6% | -5.3% | -0.4% | 5.8%
